# Assay outcomes as filed in PubChem BioAssay.
# S100A4 MyoIIA: inhibitors of S100A4-myosin IIA peptide binding, primary screen, biochemical, fluorescence polarization, TAMRA-MyoIIA peptide. Protein S100-A4 (Homo sapiens), P26447. AID 652163, 2013. 360,000 tested, 0.14% active. inhibition, % at 10.7 µM;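 active = mean inhibition of at least 70% across replicates, with every replicate also reaching that level; inconclusive = mean inhibition reaches 70% but some replicates fall short; inactive = mean inhibition below 70%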
# Target sequence (P26447 whole entry, looked up): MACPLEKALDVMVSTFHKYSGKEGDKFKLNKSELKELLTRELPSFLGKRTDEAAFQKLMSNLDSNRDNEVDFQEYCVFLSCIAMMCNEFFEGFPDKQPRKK
#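 Test system – S100A4 monomer (human) · Compound – single-point compound testing · Schedule – 5 min incubation before reading · Probe or stimulus – TAMRA-labelled myosin IIA heavy-chain peptide probe, 5 nM · Benchmarks – neutral control DMSO, positive control TFP · Medium – Calcium-containing HEPES buffer, pH 7.2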
# DENV2 CPE: inhibitors of DENV2 cytopathic effect, primary screen, cell-based, plate reader, single concentration; 350,000 tested, 1.7% active; DENV2-infected cells, cytopathic effect rescue; CPE inhibition, % at 9.99 µM; in the data active = CPE inhibition above about 20%, passing the limit was not always enough; inconclusive = no clear call, values can overlap the other calls; tested in BHK-21 cells;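 also: 0% = median of neutral control wells and 100% = median of positive control wells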
# PglD inh: C. jejuni PglD acetyltransferase inhibitors, primary screen, biochemical, DTNB colorimetric, single point | purified PglD enzyme, DTNB colorimetric CoA detection | inhibition, % at 12.5 µM | 360,000 tested, 0.098% active | AID 602405, 2012; in the data active = inhibition above about 16%, passing the limit was not always enough; inconclusive = no clear call, values can overlap the other calls; also: strong numbers were not always called active
# ERp5 inh: inhibitors of ERp5-driven insulin aggregation, primary screen, biochemical, turbidity, absorbance 650 nm, single point | Protein disulfide-isomerase A6 (Homo sapiens), Q15084 | 90 min | inhibition, % at 9.99 µM | 350,000 tested, 0.05% active | AID 651711, 2012;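 active = mean replicate inhibition above about 25%, with every replicate also reaching it, limit read from the data, passing the limit was not always enough; inconclusive = only one of those two criteria met; inactive = neither criterion met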
# Target sequence (Q15084 whole entry, looked up): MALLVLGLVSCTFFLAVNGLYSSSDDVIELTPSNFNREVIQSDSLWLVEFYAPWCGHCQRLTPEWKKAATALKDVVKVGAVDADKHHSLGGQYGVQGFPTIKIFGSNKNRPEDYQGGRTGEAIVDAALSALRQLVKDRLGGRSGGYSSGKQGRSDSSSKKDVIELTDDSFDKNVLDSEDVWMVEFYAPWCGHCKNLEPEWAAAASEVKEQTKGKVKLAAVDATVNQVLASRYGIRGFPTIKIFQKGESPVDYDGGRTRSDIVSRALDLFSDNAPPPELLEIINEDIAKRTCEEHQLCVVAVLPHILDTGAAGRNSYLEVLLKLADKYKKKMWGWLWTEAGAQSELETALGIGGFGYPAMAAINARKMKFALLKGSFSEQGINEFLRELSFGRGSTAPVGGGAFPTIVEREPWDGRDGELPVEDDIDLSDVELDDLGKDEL
# E-sel inducer: E-selectin induction in HUVECs, primary screen, imaging, HUVEC, immunofluorescence imaging, single point; activation, % at 7.58 µM; normalized: neutral wells 0, TNF-alpha wells 100; P16581; AID 686992, 2013; 260,000 tested, 0.37% active;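 active = mean E-selectin-positive cell signal at least 10% of the positive control, reached in at least 60% of replicates, without over 20% cell loss; inconclusive = no rule given, readout overlaps actives, possibly toxicity-flagged; inactive = the rest, including those meeting only one limit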;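 also: in these data hits start at about 27%; measured in HUVEC primary endothelial cells; signal is the percent of cells scored E-selectin positive by PE staining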
#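 Test system: HUVEC; input: 3,000 HUVEC/well; measured by: immunofluorescence imaging; read-out: % PE-positive cells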
# C2C12 statin: suppressors of statin myotoxicity in C2C12 myotubes, primary screen, cell-based, single point, plate reader; rescue of ATP level, % at 7.49 µM; AID 602340, 2012; C2C12 myotubes + simvastatin, ATP luminescence, 48 h; scaled: DMSO 0, geranylgeraniol control 100; 330,000 tested, 0.78% active;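 active = mean ATP rescue above about 67%, or every replicate alone reaching that limit, limit read from the data, passing the limit was not always enough; inconclusive = no clear call, values can overlap the other calls; inactive = mean under the limit and some replicate under it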;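 also: myotubes were challenged with 10 µM simvastatin during compound exposure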
# SIRT5 block: SIRT5 desuccinylase inhibitors, primary screen, biochemical, fluorescence imaging, single point, set 5. NAD-dependent protein deacylase sirtuin-5, mitochondrial (Homo sapiens), Q9NXA8. Purified SirT5, succinyl-peptide AMC, trypsin-coupled fluorescence. inhibition, % at 15 µM. 330,000 tested, 1.1% active; in the data active = inhibition above about 15%; inconclusive = no clear call, values can overlap the other calls
# Target sequence (Q9NXA8 whole entry, looked up): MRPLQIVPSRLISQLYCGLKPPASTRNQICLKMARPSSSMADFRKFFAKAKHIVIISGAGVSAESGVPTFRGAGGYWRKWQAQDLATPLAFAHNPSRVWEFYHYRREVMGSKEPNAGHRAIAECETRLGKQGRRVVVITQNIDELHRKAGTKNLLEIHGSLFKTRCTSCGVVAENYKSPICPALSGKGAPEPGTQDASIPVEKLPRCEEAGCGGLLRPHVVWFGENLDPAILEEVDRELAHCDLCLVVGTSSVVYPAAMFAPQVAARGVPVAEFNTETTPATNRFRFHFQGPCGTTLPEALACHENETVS
# Active calls of the source: *; ? = inconclusive; · = not tested or not shown. This is a subset; rates above refer to the full screens.
SMILES,S100A4 MyoIIA,DENV2 CPE,PglD inh,ERp5 inh,E-sel inducer,C2C12 statin,SIRT5 block
Cc1noc(NS(=O)(=O)c2ccc(NC(=O)c3nn(-c4ccccc4)ccc3=O)cc2)c1C,-3,15,-1,-7,8.4,-2,4
O=C(C[C@H]1CC[C@H](NC(=O)c2ccncc2)[C@H](CO)O1)NCCc1ccncc1,1,-3,-1,-3,-0.1,-7,0
CCOCCCNC(=S)N1CCCC(c2nc3ccc(C)cc3[nH]2)C1 (stereo not drawn),3,-1,·,5,·,·,0
O=C(NC1CCCCCC1)c1cc(-c2ccccn2)nc2ccccc12,4,-1,2,-2,-0.3,3,4
C[C@H]1CN([C@@H](C)CO)C(=O)c2cc(NC(=O)NC3CCCCC3)ccc2O[C@H]1CN(C)CC1CCCCC1,-9,-6,-1,-3,·,3,-2
COc1cc(S(=O)(=O)n2ccc(C)n2)ccc1Cl,-1,17,-1,2,·,15,-1
CCOc1c2ccc(C(=O)NC3CCCc4ccccc43)cc2nn1C (stereo not drawn),-6,·,7,2,5.6,-10,·
COc1cccc(NCc2cc(=O)oc3cc(C)c(O)cc23)c1,-5,0,-8,-2,0.1,11,-1
O=C(O)Cn1c(=O)c2cccn2c2ccccc21,-1,-3,-6,2,·,-11,-2
CCOc1cc(/C=C2\SC(=S)N(NS(=O)(=O)c3ccc(C)cc3)C2=O)ccc1O,0,-3,-12,4,·,·,5
C(=N\N1CCOCC1)/c1nc(-c2ccccc2)n2ccccc12,-2,-6,·,5,8.6,·,4
CN(CC1CCCO1)S(=O)(=O)c1ccc(C(=O)Nc2ccccc2F)cc1 (stereo not drawn),0,-15,·,-10,·,·,-12
CC(C)C[C@H](NC(=O)C1CCN(S(=O)(=O)c2ccccc2)CC1)C(=O)NCc1ccccn1,-2,5,3,6,·,10,-1
N/C(=N\OS(=O)(=O)c1ccc(Br)cc1)c1ccncc1,·,·,-2,·,-0.3,2,·
CC1=NN(c2cccc(C(=O)O)c2)C(=O)/C1=C\C=C/c1ccccc1,-1,1,·,21,6.3,·,-2
O=S(=O)(Nc1cccnc1)c1cccnc1,1,-2,1,5,1.1,2,·
Cn1cnc(S(=O)(=O)N2CCCCN3[C@@H](CO)[C@H](c4ccc(C#CC5CCCC5)cc4)[C@@H]3C2)c1,-5,?,10,-1,-0.3,2,6
C[C@@H](NC(=O)C[C@H]1C=C[C@@H](NC(=O)Nc2ccc3c(c2)OCO3)[C@H](CO)O1)c1ccccc1,1,6,1,-2,0.0,-10,1
COc1cccc(CNc2nc3cc(-c4cccc(Cl)c4)sc3c(=O)n2C)c1OC,-5,?,0,4,-0.4,-11,-5
COCC(=O)Nc1ccc2c(c1)OC[C@@H](C)N(C)C[C@@H](C)[C@H](OC)CN(C)C2=O,-15,0,-3,0,0.4,2,-1
CCOc1ccc(CCNC(=O)COC(=O)COc2ccc(C#N)cc2)cc1OCC,1,·,1,1,-0.5,-4,-1
C[C@H]1CN([C@@H](C)CO)C(=O)c2cc(N(C)C)ccc2O[C@H]1CN(C)C(=O)Nc1ccccc1,-9,-5,0,1,·,1,-5
O=C(Nc1nc(-c2ccccc2)nc2ccccc12)c1ccc(F)cc1,15,0,·,4,·,-30,-12
COc1ccccc1NC(=O)N(C)C[C@@H]1Oc2ncc(C#CC(C)C)cc2C(=O)N([C@@H](C)CO)C[C@@H]1C,6,0,0,0,0.2,1,-2
CCn1cc(C(=O)NCc2ccc3c(c2)OCO3)c(=O)c2cc(S(=O)(=O)N(C)C)ccc21,-15,·,3,-5,·,4,1
O=S(=O)(Nc1cccc(-n2cnnn2)c1)c1cnc(Cl)c(Cl)c1,-5,1,0,0,-0.4,-7,0
CCc1nn(CC(=O)N2CCC(C)CC2)c(=O)c2cccn12,10,8,2,4,·,10,-4
Cc1nn(S(=O)(=O)N(C)C)c(C)c1CN1C(=O)c2ccccc2C1=O,-3,4,3,3,·,-3,3
CCC(CC)NC(=O)C1CC(=O)N(CCc2ccc(F)cc2)C1 (stereo not drawn),-1,7,-2,5,0.0,13,-3
CC(C)c1ccc(C(=O)Nc2nnc(S(=O)(=O)N3CCOCC3)s2)cc1,-1,2,2,3,·,-6,15

# Seven records drawn at random from the list so far:
SMILES,S100A4 MyoIIA,DENV2 CPE,PglD inh,ERp5 inh,E-sel inducer,C2C12 statin,SIRT5 block
CCn1cc(C(=O)NCc2ccc3c(c2)OCO3)c(=O)c2cc(S(=O)(=O)N(C)C)ccc21,-15,·,3,-5,·,4,1
CC(C)C[C@H](NC(=O)C1CCN(S(=O)(=O)c2ccccc2)CC1)C(=O)NCc1ccccn1,-2,5,3,6,·,10,-1
COc1ccccc1NC(=O)N(C)C[C@@H]1Oc2ncc(C#CC(C)C)cc2C(=O)N([C@@H](C)CO)C[C@@H]1C,6,0,0,0,0.2,1,-2
O=S(=O)(Nc1cccc(-n2cnnn2)c1)c1cnc(Cl)c(Cl)c1,-5,1,0,0,-0.4,-7,0
C[C@H]1CN([C@@H](C)CO)C(=O)c2cc(NC(=O)NC3CCCCC3)ccc2O[C@H]1CN(C)CC1CCCCC1,-9,-6,-1,-3,·,3,-2
CC1=NN(c2cccc(C(=O)O)c2)C(=O)/C1=C\C=C/c1ccccc1,-1,1,·,21,6.3,·,-2
O=C(NC1CCCCCC1)c1cc(-c2ccccn2)nc2ccccc12,4,-1,2,-2,-0.3,3,4

# Continued.
SMILES,S100A4 MyoIIA,DENV2 CPE,PglD inh,ERp5 inh,E-sel inducer,C2C12 statin,SIRT5 block
Cc1ccc(NC(=O)N2CCc3ccccc3C2)cc1C,14,0,6,-8,0.0,-4,0
Cc1ccc(CO/N=C/c2c(O)cc(C)oc2=O)cc1,2,-2,·,-6,·,·,2
CCN(CC(=O)Nc1c(F)cccc1F)C(=O)CNC(=O)c1ccco1,1,-2,0,2,-1.5,-14,0
CC(C)(C)OC(=O)NCCCC[C@H](NC(=O)c1nc[nH]c1C(=O)N[C@@H](CCCCNC(=O)OC(C)(C)C)C(=O)OC(C)(C)C)C(=O)OC(C)(C)C,-1,9,-2,0,-0.1,-120,·
CSCC[C@H](N)C(=O)NCC1CCC(C(=O)Nc2ccc3c(c2)OCO3)CC1 (stereo partly drawn),-2,-1,6,1,·,-8,-2
O=C(Nc1ccc(F)cc1)C(c1ccnc2ccccc12)N1CCN(CC(=O)N2CCCC2)CC1 (stereo not drawn),-1,-1,·,-2,2.8,·,1
C=CCC[C@H](Cc1ccc(F)cc1)C(=O)OC[C@@H](Cc1c[nH]c2ccccc12)NC(=O)[C@@H](CC=C)CC(=O)NCCO,1,-9,5,-8,0.2,7,·
COc1ccc2[nH]c3c(c2c1)CCN1C(=O)C(CC(=O)NCc2ccco2)C[C@H](C(=O)N2CCCCC2)[C@@]31C (stereo partly drawn),2,-5,4,1,-0.2,27,-3
CN(C)S(=O)(=O)c1cccc(NC(=O)CSc2ncnc3ccccc23)c1,-2,·,·,-1,0.2,·,0
COc1ccccc1N1CCN(/N=C/c2cc(Br)ccc2F)CC1,-6,-8,-5,0,·,-6,-4
O=C(C[C@H]1C/C=C\CC[C@@H](Cc2ccc(F)cc2)C(=O)OC[C@H]2CCCN2C1=O)NCCO,-6,·,6,2,-0.6,-1,·
C[C@@H]1NS(=O)(=O)[C@H]2C[C@@H]3C=C[C@]2(O3)[C@H]1OC(=O)c1ccc(C(C)(C)C)cc1,-5,·,5,6,24,-4,·
O=C(C[C@@H]1C[C@@H]2c3cc(NS(=O)(=O)c4ccc(F)cc4)ccc3O[C@@H]2[C@H](CO)O1)NCc1cccnc1,3,-4,-2,0,-0.2,-5,3
Cc1cccc(-c2ccc([C@@H]3[C@H](CO)N4CCCCN(S(=O)(=O)c5cccc(C)c5)C[C@@H]34)cc2)c1,0,23*,-1,2,-0.5,·,4
CCOC(=O)C1(Cc2cccc(Cl)c2)CCCN(C(=O)c2cc(C(C)C)nn2C)C1 (stereo not drawn),9,3,1,1,-0.6,·,0
Cc1ccc(C2=NN(CC(=O)NCc3ccccn3)C(=O)CC2)cc1,7,-4,·,-8,·,·,-3
Cc1noc(C)c1S(=O)(=O)Nc1ccc2c(c1)C(=O)N([C@@H](C)CO)C[C@H](C)[C@@H](CN(C)Cc1ccc(C(F)(F)F)cc1)OCCCC[C@@H](C)O2,-3,0,2,1,-0.1,·,25*
CCc1c(Nc2ccccc2C)nc(N)[nH]c1=O,3,3,-4,0,·,4,·
Cc1ccc2c(CN(C)Cc3cccc(F)c3)cc(=O)oc2c1,-1,-2,1,0,0.2,-1,-3
O=C(NCCCN1CCCC1=O)C(=O)NCC1OCCN1S(=O)(=O)c1ccc(Br)cc1 (stereo not drawn),1,-3,-3,6,·,·,-2
CN1CCN(C(=O)C[C@@H]2CC[C@@H]3[C@H](COC[C@H](O)CN3S(=O)(=O)c3cccc(F)c3)O2)CC1,0,-4,13,0,-0.1,0,4
Cc1nn(C)cc1C(=O)Nc1ccccc1Br,-1,-4,·,-1,·,·,-4
COc1cccc(-c2cn(CC[C@H]3CC[C@H](NC(=O)CN(C)C)[C@@H](CO)O3)nn2)c1,3,-6,3,3,0.2,1,0
Cc1cc(C(=O)Nc2cccc3c2O[C@@H](CN(C)S(=O)(=O)c2cccs2)[C@@H](C)CN([C@H](C)CO)C3=O)n(C)n1,3,10,4,-1,0.0,12,0
COc1ccc(O)c(CN2CCCC(N3CCN(c4ccccc4OC)CC3)C2)c1 (stereo not drawn),3,?,-14,4,·,1,8
CC1=C(C(=O)NCc2ccc(Cl)cc2)C2(CCC(C)CC2)OC1=O (stereo not drawn),-5,-3,1,-1,2.0,·,-3
CN(C)C(=S)Nc1ccc(S(=O)(=O)N2CCCCC2)cc1,0,-8,-8,3,·,-1,-4
Cc1ccc(N2C(N)=C(C#N)C(c3cc(CN4CCOCC4)cs3)C3=C2CC(C)(C)CC3=O)cc1 (stereo not drawn),-5,·,-1,7,1.2,6,-1
O=C(C[C@H]1CC[C@@H]2[C@H](COC[C@@H](O)CN2C(=O)Nc2ccc(Cl)cc2)O1)N1CCCCC1,5,-3,-3,-1,-0.1,-4,1
CCOC(=O)C1=c2/c(=C/c3ccncc3)c(N)c(C(=O)OC)n2C(=O)C(c2ccncc2)S1 (stereo not drawn),-2,3,1,2,-0.3,-3,-3
C/C=C/c1ccc2c(c1)[C@H]1[C@H](CCN1S(=O)(=O)c1cccc(F)c1)[C@@H](CO)N2,-37,-7,·,-1,2.5,·,5
NC(=O)c1ccc(CN2CCc3ccccc3C2)cc1,-5,4,-6,-3,·,4,0
CCCCNC(=O)c1cc(-c2ccccc2)sc1N,-3,3,·,1,3.2,·,1
COc1cccc(N2CC(C(=O)Nc3nnc(SCC(=O)NC4CCCC4)s3)CC2=O)c1 (stereo not drawn),1,-5,-1,-8,-1.0,2,4
O=C(Nc1ccccc1)N1CC(=O)N2[C@@H](CO)[C@H](c3ccc(C#CC4CC4)cc3)[C@@H]2C1,-11,13,·,3,0.0,·,3
Cc1noc(C)c1NC(=O)N(C)C[C@H]1Oc2ccc(NC(=O)Cc3ccccc3)cc2CC(=O)N([C@H](C)CO)C[C@H]1C,-2,-9,1,0,0.0,17,-2
COCCNC(=O)C(c1ccc(O)cc1)N(C(=O)CCC(=O)Nc1nccs1)c1ccc(C)cc1 (stereo not drawn),-2,2,·,0,0.0,·,3
O=C(O)Cn1cnc2c(OCc3ccccc3)ncnc21,2,1,1,5,-0.1,7,-3
C=CCn1c(SCC(=O)Nc2cccc(OC)c2)nnc1-c1cccnc1,20,-2,3,10,1.3,2,-1
